High-throughput results (PubChem BioAssay)
CD40 NFkB inh: CD40 pathway inhibition in BL2 cells. 0.94% of 83,000 active. inhibition, % at 10 µM. AID 1053188. BL2 NF-kB luciferase reporter, CD40L-induced, 4 h;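 active = mean inhibition of at least 50% with a set share of replicates also reaching that level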;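 note: 0% = neutral control wells and 100% = IKK inhibitor VII at 50 µM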
Starred values were filed as active, the others as inactive; [ ] = remark or other dose. Not all compounds are listed; rates above refer to the full screens.

canonical_smiles | CD40 NFkB inh
C[C@H]1CC=CC[C@@H](c2ccc3c(c2)OCO3)NC(=O)[C@H](C)N(C)C(=O)c2ccccc2O1 (mixture of isomers) | 22[25 µM]
COC(=O)c1cn(C(=O)c2cccs2)c2ccccc12 | -60
CC(=O)c1cccc(NC(=O)C2CCN(C(=O)c3cccs3)CC2)c1 | 0
Cc1cc(C)n(-c2ccc(NC(=O)C3CCN(Cc4ccccn4)CC3)cc2)n1 | 25
CCC(C)C(NC(=O)c1ccc(Cl)cc1)C(=O)O (stereo unspecified) | 1
CO[C@H]1CN(C)C(=O)c2ccc(NC(=O)Nc3cccc(Cl)c3)cc2OC[C@H](C)N(C(=O)Nc2c(C)noc2C)C[C@H]1C | 4
N#C[C@@H]1[C@H](c2ccc(C3=CCCC3)cc2)[C@H](CO)N1C(=O)c1ccccn1 | 11[25 µM]
CCC(CC)C(=O)Nc1cccc(C(=O)Nc2ccc(S(=O)(=O)Nc3ccc(C)cc3)cc2)c1 | 17
COCC(=O)N1CC2(CN(Cc3ccc(Cl)cc3)C2)c2c([nH]c3cc(OC)ccc23)[C@@H]1CO | 17[25 µM]
CCCN1Cc2cccc(C(=O)NCc3ccc4c(c3)OCO4)c2C1=O | 3
CC(=O)Nc1ccccc1NC(=O)CC(C)(C)C | 8
CCOC(=O)c1ccc(Nc2nnc3nc(C)cc(C)n23)cc1 | 3
CC[N+]1(C)CC2CCC(C)(C1)C2(C)C (stereo unspecified) | 13
CSc1ccccc1C(=O)C1CCCN(S(=O)(=O)N(C)C)C1 (stereo unspecified) | -8
Cc1nc(NCCO)c(C#N)c2c1COC(C)(C)C2 | -1
O=C(C[C@@H]1CC[C@H]2[C@@H](COC[C@H](O)CN2C(=O)c2ccccc2F)O1)NCc1ccc(Cl)c(Cl)c1 | 10[25 µM]
CCN(Cc1ccc2c(c1)OCCO2)C(=O)CN1C(=O)NC2(CCCCC2)C1=O | 6
CC1=NC(C)(C)CC2CCC(O)C12 (stereo unspecified) | 3
COc1ccc(CCNC(=S)N2CCN(S(=O)(=O)c3ccc(F)cc3)CC2)cc1 | 9
CC(C)C(=O)Nc1ccc2c(c1)C(=O)N(C)[C@@H]1CC[C@H](CC(=O)NCCc3ccccc3)O[C@@H]1CO2 | -3[25 µM]
Cc1ncoc1C(=O)N1CCc2c([nH]c3ccccc23)C1c1ccccc1F (stereo unspecified) | -4
COCC(=O)N(Cc1cc2ccc(C)c(C)c2n2nnnc12)C1CCCC1 | -5
Cc1ccsc1C(=O)OCC(=O)Nc1cccc(F)c1 | -65
Cc1cc2c(NC(=O)CC(C)(C)CC(=O)O)cccc2nn1 | 9

Looked up by compound from the entries so far, four records:
canonical_smiles | CD40 NFkB inh
CC1=NC(C)(C)CC2CCC(O)C12 (stereo unspecified) | 3
CC[N+]1(C)CC2CCC(C)(C1)C2(C)C (stereo unspecified) | 13
Cc1nc(NCCO)c(C#N)c2c1COC(C)(C)C2 | -1
COc1ccc(CCNC(=S)N2CCN(S(=O)(=O)c3ccc(F)cc3)CC2)cc1 | 9

Additional compounds:
canonical_smiles | CD40 NFkB inh
CCCCn1c(NCCN(C)C)nc2c1c(=O)[nH]c(=O)n2C | -6
CCOc1ccc(-n2c(O)c(/C=N/Nc3nnc(C)c(=O)[nH]3)c3ccccc3c2=O)cc1 | 22
Cc1nn(C)c(C)c1CCC(=O)O | 6
COc1ccccc1CCC(=O)OCC(=O)NC1CCCC1 | 2
Cc1onc(-c2ccccc2)c1C(O)c1ccc(F)cc1 (stereo unspecified) | -1
O=C(NCCc1cnc[nH]1)c1cccs1 | 13
COc1ccccc1NC(=O)N[C@@H]1CC[C@H](CCNS(=O)(=O)c2ccc(Cl)cc2)O[C@H]1CO | 10[25 µM]
O=S(=O)(c1ccccc1)N1CCCCN2[C@@H](CO)[C@@H](c3ccc(C#CC4CCCC4)cc3)[C@@H]2C1 | 5[25 µM]
CC(C)OC(=O)C1C(=O)CC(C)(O)C(C(=O)OC(C)C)C1c1cccc(O)c1 (stereo unspecified) | 3
CCCNC(=O)C[C@@H]1CC[C@H]2[C@@H](COC[C@H](O)CN2C(=O)Nc2ccc(Cl)c(Cl)c2)O1 | -4[25 µM]
CC(C)N1CCC1(C)C(=O)Nc1ccc(-n2cccc2)cc1 (stereo unspecified) | -3
O=C(C[C@@H]1CC[C@@H]2NC[C@H](O)COC[C@H]2O1)NCCN1CCCCC1 | -5[25 µM]
O=C(Nc1cccc2ccccc12)C12CC3CC(C1)CC(n1cnc([N+](=O)[O-])n1)(C3)C2 | 4
CCN1[C@@H]2c3ccc(-c4ccccc4OC)c(=O)n3C[C@H]1[C@H](CO)[C@H]2C(=O)NCc1ccccn1 | -4[25 µM]
O=C(C[C@H]1CC[C@@H]2[C@H](COC[C@@H](O)CN2Cc2ccc3c(c2)OCO3)O1)N1CCCCC1 | 1[25 µM]
O=C(Cn1cnc2ccccc2c1=O)NCC(=O)N1CCN(c2ccccn2)CC1 | 2
CCCCN(CC)S(=O)(=O)c1ccc2c(c1)CCCN2C(C)=O | 19
C/C(=N\NC(=O)c1c(Cl)c(C)nn1C)c1cccc(NC(=O)c2cccc(F)c2)c1 | -34
CS(=O)(=O)N1CC(=O)N2[C@H](CO)[C@@H](c3ccc(Br)cc3)[C@@H]2C1 | -4[25 µM]
O=C(c1ccccn1)N1CC[C@@H]2[C@@H](CO)Nc3ccc(C#Cc4cccnc4)cc3[C@@H]21 | -17[25 µM]
COc1cccc(NC(=O)COC(=O)c2ccc(C)c(S(=O)(=O)N3CCCCC3)c2)c1 | -7
CCCCn1c(N)c(N(CCOC)C(=O)CSc2n[nH]c(-c3ccc(C)cc3)n2)c(=O)[nH]c1=O | 4
c1ccc(Cc2nnc3sc(Nc4ccccc4)nn23)cc1 | 3
O=C(CNc1cccc(C(F)(F)F)c1)Nc1cccc(S(=O)(=O)N2CCCC2)c1 | 16
CCC(C)NC(=O)CCNS(=O)(=O)c1ccc(Br)cc1 (stereo unspecified) | 9
COc1ccccc1NC(=O)CN(Cc1ccco1)C(=O)c1cc(Cl)c(OC)c(OC)c1 | 7
CC(C)c1ccc2[nH]c3c(c2c1)CCCC3=O | -5
C[C@H](NC(=O)[C@H]1[C@H](CO)[C@H]2Cn3c(cccc3=O)[C@@H]1N2C(=O)C1CCCC1)c1ccccc1 | 10
N#C/C(=C/c1ccc(O)c(O)c1)C(=O)Nc1ccccc1 | -13[25 µM]
Cc1nn(C)c(Sc2ccccn2)c1[N+](=O)[O-] | -1
O=C(C[C@H]1CC[C@H]2[C@@H](COC[C@@H](O)CN2Cc2ccc3c(c2)OCO3)O1)N1CCCCC1 | -3[25 µM]
O=S(=O)(Nc1nc2ccc(S(=O)(=O)N3CCCCC3)cc2s1)c1ccccc1 | 6
CCc1cc(CNC(=O)CC2C(=O)NCCN2Cc2ccc(-c3ccccc3)cc2)on1 (stereo unspecified) | 13
O=C(NCc1cccc2ccccc12)Nc1ccccc1 | -51
Cc1ccc(NS(=O)(=O)c2ccc(NC(=O)N3CCCCC3)cc2)cc1 | 3
NC(=O)c1ccccc1NC(=O)COC(=O)C1(c2ccccc2)CC1 | -2
CCOc1ccc2oc(C(=O)NCc3nc4ccccc4[nH]3)c(C)c2c1 | -3
Cc1ccc(-c2nn3c(C)nnc3c3ccccc23)cc1S(=O)(=O)NCc1ccccc1 | 44*
CS(=O)(=O)N1CCC(C(=O)NCc2ccncc2)CC1 | 4
CC1CCN(CCCNC(=O)C2CC(=O)N(C3CCCCCC3)C2)CC1 (stereo unspecified) | 7
CN(C)CC(=O)N[C@H]1CC[C@@H](CCn2cc(C3CCCC3)nn2)O[C@H]1CO | 2
Cc1ccn2c(NC3CCCC3)c(-c3ccccn3)nc2c1 | -10
Cc1sc(NC(=O)C2=COCCO2)c(C(N)=O)c1C | -32
O=C(COC(=O)c1cccc(S(=O)(=O)N2CCc3ccccc32)c1)NCc1ccco1 | -16
CNc1c([N+](=O)[O-])ncn1C | 5
O=C(NCc1ccc(F)cc1)c1cc(S(=O)(=O)N2CCCCC2)ccc1N1CCOCC1 | 2
Nc1ncc(CCN2CCOCC2)c(-c2ccc(F)cc2)n1 | 2
O=C(Cn1ccn(-c2ccc(F)c(Cl)c2)c(=O)c1=O)NCCc1ccccc1 | -2
COc1ccc(CN(C)Cc2nc(Cc3cccc(F)c3)no2)c2cccnc12 | 6
COc1ccc(NS(=O)(=O)c2cccc(C(=O)N3CCN(Cc4ccc5c(c4)OCO5)CC3)c2)cc1 | 33
CCC1(CC)NC(=O)N(CC(=O)NC(=O)NCc2ccccc2)C1=O | -1
CN(C)C(=S)Nc1nc2ccccc2s1 | 8
CCCc1cc(=O)[nH]c2nnc(SCC(=O)N3CC(C)OC(C)C3)n12 (stereo unspecified) | 3
O=C(NCC(c1cccs1)N1CCOCC1)c1cc(S(=O)(=O)N2CCOCC2)ccc1F (stereo unspecified) | -7
CCCNC(=O)N1CCC2(CC1)CN(C(=O)CC1CC1)[C@@H](CO)c1c2c2ccc(OC)cc2n1C | -3[25 µM]
COC(=O)[C@H](Cc1ccccc1)NC(=O)NC(C)CCc1ccccc1 (stereo partly specified) | 5
CCn1nc(C(=O)N2CCc3ccccc32)c2ccccc2c1=O | 19
O=C(CC(F)(F)F)N1C[C@@H]2[C@H](c3ccccc31)[C@@H](CO)N2C(=O)C1CCCC1 | 4
O=C(c1ccccn1)N1CCCC(N2CCN(Cc3ccc4c(c3)OCO4)CC2)C1 (stereo unspecified) | -15
COc1ncnc(OC)c1S(=O)(=O)NCc1ccccc1 | -29

Nothing new here: 5 of the compounds above.
canonical_smiles | CD40 NFkB inh
COC(=O)[C@H](Cc1ccccc1)NC(=O)NC(C)CCc1ccccc1 (stereo partly specified) | 5
CCn1nc(C(=O)N2CCc3ccccc32)c2ccccc2c1=O | 19
O=C(CC(F)(F)F)N1C[C@@H]2[C@H](c3ccccc31)[C@@H](CO)N2C(=O)C1CCCC1 | 4
O=C(c1ccccn1)N1CCCC(N2CCN(Cc3ccc4c(c3)OCO4)CC2)C1 (stereo unspecified) | -15
COc1ncnc(OC)c1S(=O)(=O)NCc1ccccc1 | -29

Later entries.
canonical_smiles | CD40 NFkB inh
O=C(NCCc1c[nH]c2ccccc12)C1CCN(S(=O)(=O)c2ccccc2)CC1 | 4
COc1ccc(CNC(=O)N2CCc3nc(Nc4cc(OC)c(OC)c(OC)c4)ncc3C2)cc1 | 9
O=C(CN1C(=O)/C(=C2/SC(=S)N(CCS(=O)(=O)O)C2=O)c2ccccc21)Nc1cccc(C(F)(F)F)c1 | 12
Cc1ccc(S(=O)(=O)c2nc(NC3CCS(=O)(=O)C3)sc2Cl)cc1 (stereo unspecified) | 17
CCCCN1C(=O)C(NC(C)=O)c2ccccc21 (stereo unspecified) | 5
CO[C@H](CN(C)S(=O)(=O)c1cccc(Cl)c1)[C@@H](C)CN(C(=O)Nc1ccccc1F)[C@@H](C)CO | -6[25 µM]
C[C@@H]1CN([C@@H](C)CO)C(=O)c2c(c3ccccc3n2C)-c2ccccc2CO[C@H]1CN(C)C(=O)Nc1ccnc(N2CCOCC2)c1 | -6[25 µM]
COc1ccc(S(=O)(=O)N2CC[C@@H]3[C@H]2c2cc(-c4ccccc4F)ccc2N[C@@H]3CO)cc1 | -12[25 µM]
Cc1cccc(NC(=O)CCCN=C2NS(=O)(=O)c3ccccc32)c1C | 3
CC(C)NC(=O)N(C)C[C@H]1OCc2ccccc2-c2ccccc2C(=O)N([C@@H](C)CO)C[C@@H]1C | 9
CC(=O)Nc1cccc2c1O[C@H](CN(C)C)[C@H](C)CN(C)C2=O | 0
CC(=O)N1CC2(C1)[C@@H](c1ccccc1)[C@H](CO)N2C(=O)Cc1ccccc1 | -1[25 µM]
Cc1cc(C)n2nc(C(=O)Nc3cccc(S(=O)(=O)N(C)c4ccccc4)c3)nc2n1 | 14
CCOC(=O)c1[nH]c(C)c(C(=O)OCC(=O)NC(=O)NC(C)(C)C)c1C | 8
CCNC(=O)CSc1nc2ccccc2c(=O)n1-c1cccc(OC)c1 | 7
Cc1ccc(NC(=O)CN(C)C(=O)c2ccccc2Cc2ccccc2)cc1 | -1
CCNS(=O)(=O)c1ccc2c(c1)NCC2 | 2
O=C(c1cccc(F)c1)N1CCCCN2[C@@H](CO)[C@H](c3ccc(-c4cncnc4)cc3)[C@@H]2C1 | -17[25 µM]
COc1cccc(S(=O)(=O)c2nc(C)c3c(n2)CCC3)c1 | 2
CN(c1ccc(OCC(=O)NC2CCC(O)CC2)cc1)S(=O)(=O)c1ccc(Cl)cc1 (stereo unspecified) | 6
O=C(C1CCCC1)N1C[C@H]2[C@@H](c3ccccc31)[C@@H](CO)N2C(=O)Cc1ccccn1 | -3
CCCN1C[C@@H](C)[C@@H](OC)CN(C)C(=O)c2cc(NC(=O)C3CCC3)ccc2OC[C@H]1C | 1[25 µM]
Cc1noc(C)c1C1(O)CCCCCCCCCCC1 | 6
C[C@@H]1CCCCO[C@H](CN(C)CC2CCCCC2)[C@H](C)CN([C@H](C)CO)C(=O)c2cc(NC(=O)Nc3ccc(C(F)(F)F)cc3)ccc2O1 | 42[25 µM]
O=C(NCCN1CCOCC1)NC1(C(F)(F)F)Oc2ccc(Cl)cc2O1 (stereo unspecified) | 16
O=C(CCCCn1c(=O)c2ccccc2n(Cc2ccc(F)cc2)c1=O)NCc1ccco1 | -2
CCOC(=O)N1CCN(C(=O)COC(=O)c2cccc(S(C)(=O)=O)c2)CC1 | -2
N#C[C@@H]1[C@H](c2ccccc2-c2ccccc2F)[C@H](CO)N1C(=O)C1CC1 | 5[25 µM]
COc1cc(OC)cc(C(=O)N[C@H](C(=O)OCC(=O)NC(=O)c2cccn2C)C(C)C)c1 | 6
Cc1c(Cc2ccc3c(c2)OCO3)sc(NC(=O)C2CC2)c1C(N)=O | 0
CC1=C2C3OC(=O)C(C)C3CCC2(C)C=C(Cl)C1=O (stereo unspecified) | 4
Cc1cc(NC(=O)COc2ccc([N+](=O)[O-])cc2)no1 | -18
